OX1R antag – blocks the human orexin 1 receptor; O43613; OX1R-expressing cells, FRET antagonist read-out; inhibition, % at 6.6 µM; 330,000 tested, 1.8% active; AID 485270; in the data active = inhibition mostly above about 38%, no sharp cut-off; inactive = mostly below about 40%;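 also: 0% = agonist challenge alone and 100% = reference antagonist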
Target sequence (O43613 whole entry, looked up): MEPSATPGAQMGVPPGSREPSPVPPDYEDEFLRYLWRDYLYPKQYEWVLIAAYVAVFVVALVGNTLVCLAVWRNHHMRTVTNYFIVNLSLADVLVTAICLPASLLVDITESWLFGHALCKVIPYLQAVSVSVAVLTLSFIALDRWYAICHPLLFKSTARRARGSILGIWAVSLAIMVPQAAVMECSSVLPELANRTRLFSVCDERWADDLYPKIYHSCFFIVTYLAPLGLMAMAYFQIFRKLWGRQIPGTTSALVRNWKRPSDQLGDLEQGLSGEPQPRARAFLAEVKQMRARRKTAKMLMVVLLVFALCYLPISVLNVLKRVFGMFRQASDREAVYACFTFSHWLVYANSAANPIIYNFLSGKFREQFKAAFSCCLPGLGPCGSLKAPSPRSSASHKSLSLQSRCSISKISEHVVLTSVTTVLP
KCNQ2 block – KCNQ2 channel blockers in CHO-K1 cells – cell-based, FluxOR thallium flux, B-score, primary screen (AID 2156). B-score at 10 µM. 20 min; hits give low values. 310,000 tested, 1.1% active. O88943;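 active = fluorescence ratio B-score at most minus 3 library SDs, with starting brightness B-score within 2 library SDs, cut at about -5.5 in these data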
STK33 kinase inh – human STK33 kinase inhibition; 320,000 tested, 0.073% active; AID 2661; inhibition, % at 10 µM; purified STK33, MBP phosphorylation, ADP-Glo luminescence;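 active = inhibition at or above 25%, using the most active replicate where run in duplicate; inactive = inhibition below 25%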
Target sequence (Q9BYT3 whole entry, looked up): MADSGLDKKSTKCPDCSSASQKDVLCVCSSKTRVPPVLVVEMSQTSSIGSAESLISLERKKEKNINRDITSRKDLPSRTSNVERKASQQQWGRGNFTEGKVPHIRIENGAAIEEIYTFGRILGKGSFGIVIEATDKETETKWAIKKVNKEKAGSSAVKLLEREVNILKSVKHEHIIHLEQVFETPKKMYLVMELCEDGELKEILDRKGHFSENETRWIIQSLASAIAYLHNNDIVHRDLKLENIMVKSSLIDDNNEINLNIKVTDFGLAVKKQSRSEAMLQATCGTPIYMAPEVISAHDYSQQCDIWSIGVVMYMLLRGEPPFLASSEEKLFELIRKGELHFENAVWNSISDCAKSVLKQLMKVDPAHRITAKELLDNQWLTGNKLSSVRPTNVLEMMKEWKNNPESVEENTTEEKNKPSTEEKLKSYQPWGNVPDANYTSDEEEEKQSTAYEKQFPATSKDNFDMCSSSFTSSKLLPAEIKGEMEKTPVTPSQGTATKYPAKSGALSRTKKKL
The depositor's hits bear a star; i = inactive; x = not tested or not shown; & = joins results of further samples.

SMILES	OX1R antag	KCNQ2 block	STK33 kinase inh
COc1cc(OC)cc(C(=O)N2CCCc3ccccc32)c1	26.6	i	0.2
CCN(C(=O)c1ccc(NC(C)=O)cc1)c1ccccc1	-0.5	i	-1.9
COc1ccc(OCC(=O)Nc2ccc3nc(C)sc3c2)cc1	10.0	-9.62*	0.1
Cc1ccc(S(=O)(=O)NCc2ccccc2)cc1C(=O)N1CCCC(C(F)(F)F)C1 (stereo not given)	18.3	i	-0.3
CSc1nnnn1-c1ccc(C(=O)O)cc1	7.8	i	0.8
COc1ccccc1NC(=O)Nc1cccc(C)n1	x	i	0.5
CC12CCC(C(=O)NNc3ccccc3)(C(=O)C1=O)C2(C)C (stereo not given)	6.8	i	0.0
Cc1ccc(Nc2cc(C)nc3ncnn23)c(C)c1	2.7	i	-0.7
Cc1ccccc1NC(=O)c1cc[n+]([O-])cc1	17.1	i	-0.5
Cn1c(=O)c2c(nc(Cc3ccccc3)n2C)n(C)c1=O	1.4	i	-0.2
CCCN1C(=S)SC(C)(C)C1/[N+]([O-])=C/c1ccc(S(=O)(=O)NC)cc1 (stereo not given)	12.2	i	0.2
CN1CCCC1c1cccnc1 (stereo not given)	7.0	i	0.0
O=C(COc1ccc(Cl)cc1)N(Cc1ccco1)C1CCS(=O)(=O)C1 (stereo not given)	6.0	i	-1.4
CCOC(=O)c1cc(NC(=O)COC)ccc1O	6.6	i	0.0
CCOC(=O)c1c(N)n(CCOC(=O)c2cccs2)c2nc3ccccc3nc12	78.3*	i	0.7
Cc1nc2cc(N)ccc2n1C1CCCCC1	23.7	i	-2.3
COC(=O)c1ccc(COC(=O)C(CCS(C)(=O)=O)N2C(=O)c3ccccc3C2=O)cc1 (stereo not given)	6.7	i	0.0
COc1ccc2nccnc2c1[N+](=O)[O-]	10.9	i	-0.3
Cc1cccn2cc(CNC(=O)c3ccc(Br)o3)nc12	18.7	i	-0.4
CCN(CC)S(=O)(=O)c1cccc(NC(=O)COC(=O)C2CC3C=CC2C3)c1 (stereo not given)	24.7	i	0.2
CCCC(=O)Nc1nc(-c2ccc(OC)cc2)cs1	17.4	i	-0.1
O=C(CSc1ccc(Cl)cc1)NCC1CCCO1 (stereo not given)	12.7	i	-1.6
NC(=O)NC(CC(=O)NNC(=O)c1ccccn1)c1ccccc1Cl (stereo not given)	3.6	x	-1.2
CC1Cc2ccccc2N1C(=O)CN1C(=O)COc2ccccc21 (stereo not given)	20.7	i	-1.0

Random excerpt: 2 entries already listed, in no set order.
SMILES	OX1R antag	KCNQ2 block	STK33 kinase inh
Cc1nc2cc(N)ccc2n1C1CCCCC1	23.7	i	-2.3
CCCC(=O)Nc1nc(-c2ccc(OC)cc2)cs1	17.4	i	-0.1

Later entries:
SMILES	OX1R antag	KCNQ2 block	STK33 kinase inh
CC(C)CCN1C(=O)c2ccc(C(=O)N3CCCCC3)cc2C1=O	12.6	i	1.1
O=C(COc1ccc(Br)cc1)Nc1ccccc1C(=O)NC1CC1	20.3	i	-0.1
CN1CCN(C(=O)c2cc3nc(-c4ccccc4)cc(C(F)(F)F)n3n2)CC1	52.2	i	-1.6
c1ccc(C2=Nn3c(Cn4nnc5ccccc54)nnc3SC2)cc1	6.8	i	4.9
O=C(Nc1n[nH]c(C(F)(F)F)n1)c1cccs1	16.7	i	-1.8
CCn1c(CSCc2ccccc2)n[nH]c1=S	3.8	i	-1.8
C#CCn1c(=NC(=O)CSC(C)=O)sc2cc(F)ccc21	14.9	i	-0.4
CN(C)C(CNC(=S)Nc1ccc(F)cc1)c1cccnc1 (stereo not given)	10.1	i	-0.7
CN(C)CCCNc1nc(-c2ccccc2)nc2ccccc12	22.9	i	3.8
COCC1CCN(Cc2nc(COc3ccccc3)no2)C1 (stereo not given)	17.1	i	-0.3
Cc1ccccc1N/C(=N/S(=O)(=O)c1ccccc1)c1ccc(F)cc1	13.4	i	-0.9
CNS(=O)(=O)Cc1ccc2[nH]cc(CCN(C)C)c2c1	10.8&22.3	i	-2.5&-1.8
Cc1ccc2cc(C(c3nnnn3C3CCCC3)N(Cc3ccco3)Cc3cccs3)c(=O)[nH]c2c1 (stereo not given)	13.9	i	-0.7
COC(=O)CN1C(=O)[C@H]2[C@@H](c3ccc(C)o3)N3C(=O)CN(Cc4ccccn4)C(=O)[C@@]3(Cc3ccccc3)[C@H]2C1=O	26.0	i	1.7
CC(/C=N/NC(=O)c1cc(C(C)(C)C)[nH]n1)=C\c1ccccc1	26.5	i	-0.3
CCOc1ccc(C(=O)N/N=C/c2cc(Cl)ccc2[N+](=O)[O-])cc1	24.0	i	-1.7
COc1ccc(/C=N/NC(=O)COc2ccc3ccccc3c2)c(C(=O)O)c1OC	6.5	i	-0.9
O=C(COC(=O)c1cccnc1Cl)Nc1nc(-c2ccccc2)cs1	23.2	i	-2.7
NC(=O)c1ccc(C(F)(F)F)n(Cc2c(Cl)cccc2Cl)c1=O	7.4	i	0.4
C/C(=N\NC(=O)CNc1cccc(C(F)(F)F)c1)c1cccc(Br)c1	5.3	i	-2.1
COc1ccc(NC(=O)c2cc(-c3cccnc3)nc3c(C)c(C)ccc23)c(OC)c1	1.6	i	-2.0
CCCn1c(N)c(N(CCOC)C(=O)C(C)Oc2ccc(F)cc2)c(=O)[nH]c1=O (stereo not given)	5.7	i	-1.5
Cc1ccc(C(=O)NCCNC(=O)COc2ccc(C)c(C)c2)cn1	17.3	i	-1.7
COc1ccc(OC)c(N(CC(=O)Nc2cccnc2)S(=O)(=O)c2ccc(C)cc2)c1	16.5	i	-0.6
COCCCN1C(=O)C(=O)/C(=C(/O)c2ccc(S(=O)(=O)N3CCCCC3)cc2)C1c1ccc(O)cc1 (stereo not given)	7.6	i	-0.5
Cc1cccc(NC(=O)COC(=O)C2COc3ccccc3O2)c1C (stereo not given)	11.9	x	0.9
Cc1cccc(CN2CCCC(C(=O)N3CCCCC3)C2)c1 (stereo not given)	3.6	i	4.2
O=C(Nc1ccc([N+](=O)[O-])cn1)c1ccc2c(c1)OCO2	18.3	i	-1.5
CN(Cc1ccnc2ccccc12)C(=O)C1CCC(=O)N(Cc2ccccc2F)C1 (stereo not given)	28.3	i	-2.5
CCOc1ccc(/C=N/NC(=O)c2ccc(O)cc2)cc1CN1CC2CC(C1)c1cccc(=O)n1C2 (stereo not given)	4.8	x	-0.7
CCCN(CCC)CCNC(=O)C1CCN(Cc2nc(-c3ccc(Cl)cc3)oc2C)CC1	18.1	i	0.9
Cc1n[nH]c(=O)n1-c1cccc(C(F)(F)F)c1	6.8	i	-0.5
CCOC(=O)c1ccccc1-c1csc(NS(=O)(=O)c2ccc(Cl)cc2)n1	41.2	i	1.0
COc1ccc(CCC(=O)Nc2nnc(C)s2)cc1	-1.0	i	-2.7
NC(=O)CCC(NC(=O)c1ccc(Cl)cc1)C(=O)O (stereo not given)	14.0	i	-0.7
CCC(=O)Nc1cccc(C(=O)c2ccccc2)c1	12.5	i	-0.3
COc1ccc(S(=O)(=O)N2CCN(CC(=O)Nc3ccccc3OC)CC2)cc1	15.0	i	-1.9
CN(C)c1ccc(C2Nc3cccc4cccc(c34)N2)cc1	0.6	i	3.2
Cn1c(CSCc2ccccc2Cl)n[nH]c1=S	12.4	i	x
COc1cc2ncnc(NCc3ccc(Cl)cc3)c2cc1OC	7.7	i	x
COc1cccc(CN2CCC(Oc3ccc(C(=O)N4CCCCC4)cc3)CC2)c1O	10.5	i	-0.4
CC(NC(=O)c1ccccc1F)c1nnc(SCc2nc3ccccc3c(=O)[nH]2)n1C (stereo not given)	7.8	i	-0.2
COc1ccc(C(=O)NCC(=O)c2ccccc2)cc1	2.5	i	0.2
CC(=O)c1ccc(NC(=O)Nc2ccccc2)cc1	14.1	i	-0.6
Cc1ccccc1C(=O)NCC(=O)O	11.9	i	1.3
Cc1cc(=O)[nH]c(N/N=C/c2cc(C)n(CC(F)(F)F)c2C)n1	11.3	i	-1.3
Cc1ccc(C)c(S(=O)(=O)N2CCNCC2)c1	14.2	i	0.0
CCc1ccc(S(=O)(=O)NCc2cn3ccsc3n2)s1	13.5	i	0.5

OX1R antag, what is marked active above.
SMILES	OX1R antag	KCNQ2 block	STK33 kinase inh
CCOC(=O)c1c(N)n(CCOC(=O)c2cccs2)c2nc3ccccc3nc12	78.3*	i	0.7

Other structures.
SMILES	OX1R antag	KCNQ2 block	STK33 kinase inh
CN(C)c1ccc(N=Cc2cccn2C)cc1	25.6	i	0.5
COc1ccc(/C=N/NC(=O)c2cccc([N+](=O)[O-])c2)cc1O	55.9	i	0.1
Cc1ccc(S(=O)(=O)N2CCN(C(=O)COC(=O)CCc3ccccc3)CC2)c(C)c1	3.6	x	-1.0
COc1ccc(C(=O)NCc2nnc(SCC(=O)N3CCCc4ccccc43)o2)cc1OC	5.2	i	-0.1
Cc1cc(=O)oc(C)c1C(=O)Nc1cccc2ccccc12	12.3	i	-0.7
COc1ccc(CSc2nnnn2-c2ccc(C(N)=O)cc2)cc1[N+](=O)[O-]	0.8	i	3.8
COc1ccc(CCNC(=O)C(C)OC(=O)c2ccco2)cc1OC (stereo not given)	32.7	i	-1.1
CCn1c(SCC(=O)NCC2CCCO2)nnc1-c1ccccc1 (stereo not given)	12.6	i	1.9
N#Cc1ccc(CN2CCN(CC(=O)NCCc3ccc(Cl)cc3Cl)CC2)cc1	6.0	i	-1.1
CC(=O)Nc1cccc(NC(=S)Nc2ccc(F)c(Cl)c2)c1	27.1	i	-2.3
O=C(C[n+]1cc(-c2ccc(Cl)cc2)n2c1CCCCC2)c1ccccc1	9.7	i	0.4
COc1ccc(S(=O)(=O)N2CCOC23CCN(S(=O)(=O)c2ccc([N+](=O)[O-])cc2)CC3)cc1	24.0	i	-0.4
Cc1nnc(SCC(=O)Nc2nccs2)n1N	6.2	i	-0.8
CCN1C(=O)c2ccccc2Sc2ccc(C(=O)NCCCN(CC(C)C)CC(C)C)cc21	7.4	i	0.4
O=C(Cc1coc2cc3c(cc12)CCC3)NC1CCCCCCC1	18.4	i	-1.3
Cc1ccc(OS(=O)(=O)c2cn(C)c(=O)n(C)c2=O)cc1C	6.5	i	-0.8
CC(NC(=O)CN1CCOCC1)c1ccccc1 (stereo not given)	-0.4	i	-1.7
CCCCOC(=O)c1ccc(S(N)(=O)=O)o1	15.7	i	-0.5
CCC(C)C(NC(=O)C1CCC(C)CC1)C(=O)NCc1ccco1 (stereo not given)	15.1	i	-2.1
O=C(Oc1ccc(Cl)c2cccnc12)c1ccco1	15.6	i	0.6
CCOc1ccccc1CN1CCNC(=O)C1CC(=O)NC1CCCCCCC1 (stereo not given)	15.0	i	0.0
Cc1ccc(SCc2[nH]nc3c2C2(C(=O)Nc4ccc(F)cc42)C(C#N)=C(N)O3)cc1 (stereo not given)	6.8	i	-1.7
Cc1cc(C(F)(F)F)nn1CC(=O)Nc1cccnc1	4.2	i	-0.5
COc1ccc([N+](=O)[O-])cc1NC(=O)Cc1c(Cl)cccc1Cl	23.4	i	-2.1

One compound at a time, from the list above. Values in the order: OX1R antag | KCNQ2 block | STK33 kinase inh
O=C(Cc1coc2cc3c(cc12)CCC3)NC1CCCCCCC1 as listed: 18.4 | i | -1.3
Cc1ccc(OS(=O)(=O)c2cn(C)c(=O)n(C)c2=O)cc1C as listed: 6.5 | i | -0.8
CCC(C)C(NC(=O)C1CCC(C)CC1)C(=O)NCc1ccco1 (stereo not given) as listed: 15.1 | i | -2.1
Cc1nnc(SCC(=O)Nc2nccs2)n1N as listed: 6.2 | i | -0.8
Cc1cc(C(F)(F)F)nn1CC(=O)Nc1cccnc1 as listed: 4.2 | i | -0.5

(next part)
SMILES	OX1R antag	KCNQ2 block	STK33 kinase inh
CC(C(=O)NC1CCCc2ccccc21)N1C(=O)C2CCCCC2C1=O (stereo not given)	8.5	x	0.5
O=C(c1ccc(Cn2c(=S)[nH]c3ccccc3c2=O)cc1)N1CCN(c2ccccn2)CC1	11.0	i	0.1
CC(C)OCCCNC(=O)Cn1nc(-c2ccccc2)ccc1=O	2.7	i	2.2
CCc1noc(C)c1C(=O)Oc1ccc(N(C)S(=O)(=O)c2ccc(C)cc2)cc1	9.2	x	1.0
Cc1c(C(=O)OCc2ccccc2)nnn1-c1nonc1N	6.2	i	3.4
CCOc1cc(N2CCOCC2)c(OCC)cc1NC1=NCCCCC1	13.4	i	-2.6
O=C1Nc2ccc(Cl)cc2C12OCCCO2	x	i	-16.5
O=C(CSc1ccc(-c2ccncc2)nn1)N1CCN(c2ccccc2)CC1	5.3	i	-0.1
COc1ccc2oc(=N)c(C(=O)Nc3ccc(Cl)cc3)cc2c1	0.9	i	-1.7
COC(=O)c1ccc(-c2sc3nc(N4CCOCC4)c4c(c3c2N)CCCC4)o1	42.0	i	-0.8
Cc1cc(C)n(S(=O)(=O)c2ccc(F)cc2)n1	9.5	i	0.4
CN(C)S(=O)(=O)c1ccc(Cl)c(NC(=O)COC(=O)CNC(=O)c2ccco2)c1	13.0	i	0.8
CCCCC(=O)Nc1cc(NC(=O)CC)ccc1Cl	17.8	i	-0.6
COc1ccccc1CNC(=O)CCCc1ccccc1	5.6	i	-1.0
CC1=C(C(=O)Nc2ccccc2)C(c2cccs2)NC(=O)N1 (stereo not given)	6.7	i	-1.6
O=c1[nH]c(=O)n(C2CCCCCC2)c(O)c1C=NCc1ccc(F)cc1	6.8	i	-0.4
CCO/C=N/c1c(C#N)c(CC#N)nn1-c1ccccc1	12.4	i	-3.1
Cc1ccc(NC(=O)CCNC(=O)c2ccc(Cl)cc2)cc1C	-3.5	i	-0.3
COCCCn1c(SCC(=O)Nc2ccc(C(C)=O)cc2)nc2ccccc2c1=O	16.8	i	0.1

Screening data from PubChem.
